TCR-CD3 inh – blocks the human TCR-CD3 interaction. TAMRA-labeled TCR probe fluorescence, biochemical. inhibition, % at 9.4 µM. 360,000 compounds, 0.37% hits; in the data active = inhibition above about 19%;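 note: recombinant mutant TCR 2C K166C tagged with TAMRA read by polarization; 0% = receptor in buffer alone and 100% = receptor with positive control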
LEDGF integ inh – blocks HIV-1 LEDGF/p75-dependent DNA integration. TR-FRET IN-LEDGF/p75 DNA integration, Eu/Cy5. AID 743269. inhibition, % at 3.7 µM. 370,000 compounds, 0.64% hits;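 active = inhibition above the screen-wide mean plus 3 SD, cut at about 13% in these data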;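 note: signal is the Cy5 over europium emission ratio at 671 and 618 nm; 0% = plate median of compound wells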
SIAE primary – inhibitors of human sialic acid acetylesterase SIAE. Q9HAT2. SIAE FP-Rh probe binding, fluorescence polarization. inhibition, % at 9.66 µM. 370,000 compounds, 0.69% hits;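 active = inhibition above a cutoff: mean of compounds within the control limits plus 3 SD of those, cut at about 17% in these data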;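 note: 0% = plate median of compound wells and 100% = probe without SIAE protein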
ABHD4 inh – ABHD4 (mouse) inhibition, primary FP screen | 370,000 compounds, 0.54% hits | inhibition, % at 8.92 µM | purified mABHD4, FP-Rh probe fluorescence polarization;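 active = inhibition exceeding the mean over every tested compound plus 3 SD, cut at about 30% in these data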;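 note: 0% = plate median of compound wells and 100% = S159A mutant with DMSO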
Target sequence (Q8VD66 whole entry, looked up): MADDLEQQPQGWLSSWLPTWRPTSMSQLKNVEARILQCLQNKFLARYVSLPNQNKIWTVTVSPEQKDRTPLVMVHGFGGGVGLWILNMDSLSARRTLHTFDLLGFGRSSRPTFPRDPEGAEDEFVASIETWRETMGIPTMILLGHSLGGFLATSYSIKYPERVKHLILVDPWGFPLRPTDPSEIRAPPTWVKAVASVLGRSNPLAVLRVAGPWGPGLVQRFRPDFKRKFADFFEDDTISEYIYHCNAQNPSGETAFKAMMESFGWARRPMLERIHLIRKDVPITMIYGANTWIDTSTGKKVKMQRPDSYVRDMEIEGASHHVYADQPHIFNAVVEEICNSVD
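Assay system: mouse ABHD4 enzyme, wild type / Also added: fluorescent activity-based probe FP-Rh / Doses: single nominal dose of 8.92 µM, 0.89% DMSO final / Timing: 45 min compound pre-incubation plus 60 min probe step, 25 °C / Signal: FP readout, ex 525 nm / em 598 nm / Control set: S159A mutant/DMSO as 100%, compound-well median as 0%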
NR1D1 modulator – modulates human Rev-erb alpha binding to DNA. P20393. Rev-erbα–FITC-DNA binding, fluorescence polarization, 90 min. activity, % at 10 µM. 370,000 compounds, 0.79% hits;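 active = activity above about 14%, limit read from the data; passing the limit was not always enough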;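 note: 0% = DMSO wells with 35 nM protein and 100% = DMSO wells with 750 nM protein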
HTRA1 inhibitor – blocks human HTRA1 serine peptidase. recombinant HTRA1, FP-rhodamine activity-based probe, fluorescence polarization. AID 504803. inhibition, % at 5.96 µM. Q92743. 340,000 compounds, 0.5% hits; in the data active = inhibition above about 36%;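 note: 0% = enzyme with DMSO and 100% = wells lacking enzyme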
TDP2 inh – TDP2 (human) inhibition, absorbance primary screen; O95551; recombinant TDP2, T5PNP hydrolysis, p-nitrophenol absorbance 415 nm; inhibition, % at 12.8 µM; 370,000 compounds, 0.34% hits;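 active = inhibition above the mean of all tested compounds plus 3 SD, set per campaign, cut at about 25% in these data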;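 note: 0% = DMSO with enzyme and 100% = buffer with substrate but no TDP2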
Target sequence (O95551 whole entry, looked up): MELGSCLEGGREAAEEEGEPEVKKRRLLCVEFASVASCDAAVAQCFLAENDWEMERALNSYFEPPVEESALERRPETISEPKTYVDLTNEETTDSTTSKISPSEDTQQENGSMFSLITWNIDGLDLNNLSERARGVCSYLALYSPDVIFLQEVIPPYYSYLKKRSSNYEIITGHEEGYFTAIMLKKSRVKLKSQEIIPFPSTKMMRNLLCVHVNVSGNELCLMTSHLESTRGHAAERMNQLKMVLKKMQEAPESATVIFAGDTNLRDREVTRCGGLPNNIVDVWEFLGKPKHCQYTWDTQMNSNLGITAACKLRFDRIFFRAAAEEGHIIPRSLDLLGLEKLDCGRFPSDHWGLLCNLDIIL
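Test system: Human TDP2 enzyme | Reagent: 5 mM T5PNP | Compound dosing: 12.8 µM single point, 1% DMSO | Incubation: Enzyme reaction with compound for 2 h at 37 °C | Technique: p-Nitrophenol epi absorbance | Read-out: % inhibition relative to enzyme-containing and enzyme-free wells | Benchmarks: High control without enzyme, low control DMSO plus TDP2 | Replicates: Singlicate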
PRMT1 FP inh – blocks human protein arginine methyltransferase 1; AID 652257; inhibition, % at 2.79 µM; 370,000 compounds, 1.3% hits; Q99873; recombinant PRMT1, activity-based probe fluorescence polarization;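 active = inhibition above about 21% made by adding two undisclosed values, limit read from the data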
Target sequence (Q99873 whole entry, looked up): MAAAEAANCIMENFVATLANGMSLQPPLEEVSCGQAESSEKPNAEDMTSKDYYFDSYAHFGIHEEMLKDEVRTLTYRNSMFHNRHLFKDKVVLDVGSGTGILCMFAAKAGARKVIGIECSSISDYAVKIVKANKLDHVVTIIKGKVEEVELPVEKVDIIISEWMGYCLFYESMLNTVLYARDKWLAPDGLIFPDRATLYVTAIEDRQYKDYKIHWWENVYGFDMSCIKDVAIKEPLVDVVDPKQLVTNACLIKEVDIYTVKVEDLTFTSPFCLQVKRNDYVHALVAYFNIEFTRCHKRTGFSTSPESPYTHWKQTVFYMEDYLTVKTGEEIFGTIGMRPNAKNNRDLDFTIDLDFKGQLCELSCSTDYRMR
rCAG binder – binds r(CAG) RNA repeats. r(CAG) RNA repeat, TO-PRO-1 dye displacement fluorescence. AID 651821. inhibition, % at 3 µM. 370,000 compounds, 1.3% hits;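 active = inhibition above the plate cutoff, the mean of all test compounds on that plate plus 3 SD, cut at about 35% in these data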;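 note: 0% = DMSO alone and 100% = 100 µM mitoxantrone as full dye displacement; higher means more dye released from RNA so lower well fluorescence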
PG9 binder – binds the HIV-1 gp120 antibody PG9 | TR-FRET gp120-PG9 antibody binding | inhibition, % at 6.7 µM | 360,000 compounds, 0.43% hits | AID 624416; in the data active = inhibition above about 8.5%
The depositor's hits bear a star; . = no result given. An excerpt; the hit share may differ from the screen's.

Labels used below – A = TCR-CD3 inh; B = LEDGF integ inh; C = SIAE primary; D = ABHD4 inh; E = NR1D1 modulator; F = HTRA1 inhibitor; G = TDP2 inh; H = PRMT1 FP inh; I = rCAG binder; J = PG9 binder
Structure: COc1ccc(CCNCC(=O)Nc2ccc(OC(F)(F)F)cc2)cc1OC
  A: 2	B: 1	C: 3	D: 10	E: 1	F: 9	G: 15	H: 1	I: -9	J: -1.6

Structure: O=C1Nc2ccccc2C1(O)c1ccccc1 (configuration not stated)
  A: 8	B: 2	C: 4	D: -3	E: -5	F: 2	G: 9	H: -1	I: -1	J: -1.6

Structure: Cc1ccc(NC(=S)N2CCCCC2)cc1C
  A: -2	B: 5	C: 5	D: -1	E: -8	F: 1	G: 4	H: -6	I: -1	J: 0.0

Structure: NS(=O)(=O)c1ccc(CNC(=O)/C=C/c2ccco2)cc1
  A: 3	B: 5	C: -2	D: 2	E: -3	F: 5	G: 10	H: 18	I: 6	J: -1.3

Structure: O=S1(=O)NC(=NCCc2ccccn2)c2ccccc21
  A: 3	B: 3	C: -5	D: -4	E: 1	F: -9	G: 5	H: -1	I: -1	J: -2.1

Structure: COc1ccc(Nc2cc(C)nc(N3CCN(C(=O)c4ccc5c(c4)OCO5)CC3)n2)cc1
  A: -8	B: 0	C: 3	D: 4	E: -13	F: -1	G: 9	H: 3	I: -3	J: 2.5

Structure: COc1ccccc1S(=O)(=O)N[C@@H]1CC[C@@H](CCn2cc(C3CC3)nn2)O[C@@H]1CO
  A: -7	B: -5	C: -2	D: 1	E: 4	F: .	G: -1	H: 7	I: 3	J: -0.7

Structure: O=C(COc1ccc(F)cc1)Nc1nc(-c2ccccn2)cs1
  A: -10	B: 5	C: 1	D: 4	E: -4	F: 3	G: -12	H: 2	I: 5	J: -0.3

Structure: C[C@@H]1CN([C@@H](C)CO)C(=O)CCCn2nncc2CO[C@H]1CN(C)Cc1ccc(Cl)c(Cl)c1
  A: -2	B: 4	C: -7	D: 0	E: 2	F: 2	G: -2	H: -2	I: 2	J: -0.8

Structure: Cc1ccc2[nH]c(=O)c(CN(C)S(=O)(=O)c3cccc4nonc34)cc2c1
  A: 4	B: 0	C: 8	D: -4	E: -3	F: 5	G: 11	H: -2	I: -4	J: 1.8

Structure: CC(C)(C)OC(=O)N1CCC(NC(=O)c2nc[nH]c2C(=O)NC2CCN(C(=O)OC(C)(C)C)CC2)CC1
  A: -2	B: 0	C: 1	D: 3	E: 9	F: -5	G: 8	H: 0	I: -7	J: 0.8

Structure: CCOC(=O)c1[nH]c2c(c1C)C(=O)CC(c1ccc(OCC)c(OC)c1)C2 (configuration not stated)
  A: 0	B: 0	C: 0	D: 2	E: 5	F: -3	G: -1	H: 4	I: 6	J: 3.2

Structure: CCOc1ncnc2c1[nH]c1ccccc12
  A: 1	B: 2	C: -9	D: 0	E: -1	F: 5	G: -1	H: 6	I: -1	J: -0.9

Structure: Cc1ccc(C)c(Nc2nc(-c3cccnc3)cs2)c1
  A: 0	B: 6	C: 11	D: -2	E: 0	F: -7	G: 0	H: -2	I: -6	J: -0.2

Structure: COc1cccc(-c2nc(NCc3cccnc3)c3ccccc3n2)c1O
  A: -4	B: -2	C: 2	D: 26	E: -6	F: 3	G: 1	H: 3	I: 15	J: -2.8

Other compounds:
Labels used below – A = TCR-CD3 inh; B = LEDGF integ inh; C = SIAE primary; D = ABHD4 inh; E = NR1D1 modulator; F = HTRA1 inhibitor; G = TDP2 inh; H = PRMT1 FP inh; I = rCAG binder; J = PG9 binder
Structure: CCc1ccc(-n2nnnc2SCC(=O)NNC(=O)c2ccco2)cc1
  A: 2	B: -1	C: 3	D: 3	E: -2	F: -4	G: 4	H: 0	I: -2	J: 0.5

Structure: Cn1c(/C=C/c2ccc(Cl)cc2Cl)c([N+](=O)[O-])c(=O)n(C)c1=O
  A: 7	B: 3	C: 2	D: 2	E: 2	F: -5	G: 0	H: -5	I: 0	J: 0.6

Structure: C[C@H]1CCCCO[C@@H](CN(C)CC2CC2)[C@@H](C)CN([C@@H](C)CO)C(=O)c2cc(NS(=O)(=O)c3ccccc3)ccc2O1
  A: 4	B: 0	C: 2	D: 6	E: 5	F: .	G: 5	H: -2	I: 1	J: -2.1

Structure: COc1ccc2c(c1)S(=O)(=O)c1ccccc1N2
  A: 5	B: 0	C: -4	D: 3	E: -1	F: 3	G: -3	H: 1	I: 3	J: -0.2

Structure: CC1CCCC(C)N1C(=O)c1cc(-c2ccc3c(c2)OCO3)on1 (configuration not stated)
  A: 10	B: 1	C: 3	D: 6	E: 2	F: -8	G: 6	H: -1	I: -5	J: -1.8

Structure: COc1ccccc1CNC(=O)CSc1cc(=O)n(C)c2ccccc12
  A: 6	B: 1	C: 6	D: 0	E: 2	F: 3	G: 1	H: -1	I: -3	J: -0.5

Structure: O=C(CNS(=O)(=O)c1ccc(Br)s1)NC1CCCc2ccccc21 (configuration not stated)
  A: 2	B: 3	C: -7	D: -28	E: 1	F: -9	G: -16	H: -5	I: 0	J: -1.2

Structure: CCCn1c(N)c(N(CCOC)C(=O)c2ccc(N(C)S(=O)(=O)c3ccc(C)cc3)cc2)c(=O)[nH]c1=O
  A: 1	B: 0	C: -1	D: 11	E: -8	F: -7	G: 5	H: -2	I: -4	J: -0.5

Structure: CCN(CC(=O)Nc1cc(Cl)ccc1C)C(=O)CN1C(=O)NC(CC)(c2ccccc2)C1=O (configuration not stated)
  A: 6	B: -2	C: -1	D: -6	E: -4	F: 0	G: -2	H: 3	I: -2	J: -1.5

Structure: O=C(COC(=O)/C=C/c1cccc(C(F)(F)F)c1)NCc1ccc(F)cc1
  A: -3	B: -3	C: -3	D: 1	E: 0	F: 4	G: -4	H: 4	I: -2	J: 0.9

Structure: O=C(N[C@H](CO)Cc1ccccc1)[C@H]1O[C@@H](n2ccc(=O)[nH]c2=O)[C@H](O)[C@@H]1O
  A: -10	B: -1	C: 48*	D: 1	E: -1	F: .	G: 6	H: 3	I: 2	J: -1.9

Structure: COCCCNC(=O)CC1C[C@H](C(=O)N2CCCCC2)[C@@]2(CCc3ccccc3)c3[nH]c4ccccc4c3CCN2C1=O (some centres not stated)
  A: 5	B: -3	C: -4	D: 2	E: 7	F: 1	G: -1	H: -3	I: 1	J: 0.8

Structure: CN(C)c1cc[n+](CC(=O)Nc2c(Cl)cc(Cl)cc2Cl)cc1
  A: 4	B: 4	C: 0	D: 1	E: 2	F: 5	G: 5	H: -2	I: 0	J: 0.0

Structure: O=C(Cc1ccc(Cl)c(Cl)c1)Nc1cccc2ncccc12
  A: -4	B: -3	C: -3	D: -6	E: -4	F: -2	G: 9	H: 6	I: 3	J: 2.9

Structure: O=C(N/N=C/C(Br)=C/c1ccccc1)C(O)c1ccccc1 (configuration not stated)
  A: 6	B: 2	C: -4	D: 1	E: 2	F: -7	G: -4	H: 3	I: 4	J: -1.8

Next entries
Labels used below – A = TCR-CD3 inh; B = LEDGF integ inh; C = SIAE primary; D = ABHD4 inh; E = NR1D1 modulator; F = HTRA1 inhibitor; G = TDP2 inh; H = PRMT1 FP inh; I = rCAG binder; J = PG9 binder
Structure: O=C(Nc1ccc2c(c1)CCC2)c1cc2ccccc2o1
  A: 3	B: 0	C: -18	D: -36	E: 1	F: -44	G: -11	H: 4	I: 7	J: 1.3

Structure: CC(=O)c1ccc(N2CCN(S(=O)(=O)c3cc(-c4cc(C)no4)ccc3C(C)C)CC2)cc1
  A: 1	B: 1	C: 5	D: -8	E: 26*	F: -28	G: 3	H: 0	I: 11	J: 1.2

Structure: CCCCN(C(=O)C1CC(=O)N(CCc2ccc(OC)c(OC)c2)C1)c1c(N)n(CC(C)C)c(=O)[nH]c1=O (configuration not stated)
  A: 2	B: 4	C: 4	D: 3	E: -8	F: 5	G: -4	H: -1	I: 2	J: 1.7

Structure: S=C(NCC1CCCO1)N1CCN(c2ccc(Cl)c(Cl)c2)CC1 (configuration not stated)
  A: -4	B: -7	C: -4	D: -31	E: 2	F: -10	G: -2	H: 1	I: 1	J: -0.2

Structure: O=C(N[C@@H](Cc1ccccc1)C(=O)O)c1cccs1
  A: 0	B: 2	C: 0	D: 3	E: 3	F: 4	G: 13	H: 0	I: 0	J: -1.6

Structure: C=CCN(C(=O)[C@@H](C1CC1)[C@@H](O)c1ccc2ccccc2c1)c1ccccc1
  A: .	B: -1	C: -3	D: -5	E: 4	F: .	G: -8	H: 1	I: -1	J: .

Structure: Cc1cc(C)cc(C(O)c2ncc(-c3ccc4ccccc4c3)[nH]2)c1 (configuration not stated)
  A: 2	B: 1	C: -3	D: -7	E: -1	F: .	G: -11	H: -3	I: 6	J: -3.6

Structure: COc1cc(OC)cc(C(=O)NNC(=O)CCC(=O)c2cccs2)c1
  A: 1	B: -4	C: -10	D: -5	E: -6	F: 2	G: 8	H: 1	I: 1	J: -1.6

Structure: COc1ccc(-c2nnn(CC(=O)NC(=O)NC3CCCCC3)n2)cc1OC
  A: 1	B: 3	C: -4	D: -4	E: 10	F: 6	G: 0	H: -6	I: 0	J: -3.4

Structure: N=c1c2c3c(sc2ncn1Cc1ccco1)CCCCC3
  A: 1	B: -3	C: -3	D: 0	E: -1	F: -1	G: 2	H: -2	I: 1	J: -0.6

Structure: C=CCNC(=O)C1CC(c2cccc(OC)c2)=NO1 (configuration not stated)
  A: 6	B: 1	C: -1	D: 3	E: -3	F: -2	G: 0	H: -2	I: 0	J: -2.8

Structure: Cn1c(SCC(=O)Nc2cccc(S(=O)(=O)NC3=NCCCCC3)c2)nnc1-c1ccncc1
  A: 12	B: 5	C: -3	D: 0	E: -2	F: -2	G: 2	H: 0	I: -3	J: -1.7

Structure: O=C1NC(c2cccc(C(F)(F)F)c2)c2c(-c3ccccc3)n[nH]c21 (configuration not stated)
  A: 1	B: 1	C: -4	D: -3	E: -1	F: .	G: 3	H: -1	I: 2	J: -0.2

Structure: O=C(Nc1cc(S(=O)(=O)N2CCOCC2)ccc1N1CCOCC1)c1cccs1
  A: 0	B: 0	C: -4	D: 8	E: 3	F: 0	G: 4	H: 0	I: 1	J: -1.2

Structure: CN(CC(=O)Nc1ccc(Cl)c(C(F)(F)F)c1)C(=O)CCC(=O)c1ccccc1
  A: 8	B: 6	C: -3	D: -7	E: -3	F: -24	G: -5	H: -9	I: -2	J: -2.3

At a glance, part of the list above:
Labels used below – A = TCR-CD3 inh; B = LEDGF integ inh; C = SIAE primary; D = ABHD4 inh; E = NR1D1 modulator; F = HTRA1 inhibitor; G = TDP2 inh; H = PRMT1 FP inh; I = rCAG binder; J = PG9 binder
Structure: O=C(Nc1ccc2c(c1)CCC2)c1cc2ccccc2o1
  A: 3	B: 0	C: -18	D: -36	E: 1	F: -44	G: -11	H: 4	I: 7	J: 1.3

Structure: CC(=O)c1ccc(N2CCN(S(=O)(=O)c3cc(-c4cc(C)no4)ccc3C(C)C)CC2)cc1
  A: 1	B: 1	C: 5	D: -8	E: 26*	F: -28	G: 3	H: 0	I: 11	J: 1.2

Compound activity deposited in PubChem BioAssay by several laboratories.
